GLD-1 TGE inh = GLD-1-TGE RNA interaction inhibition (C. elegans) | Q17339 | purified GLD-1 + fluorescein TGE RNA, fluorescence polarization | inhibition, % at 5.96 µM | 320,000 tested, 0.44% active | AID 2280;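 active means percent inhibition above a per-plate cutoff, the plate mean of test compounds plus 3 SD, cut at about 30% in these data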;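 further: 0% = DMSO wells with GLD-1 and probe and 100% = wells lacking GLD-1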
Fam108B counter = blocks mouse Fam108B hydrolase in RBBP9 counter-screen; recombinant Fam108B, FP-Rh probe fluorescence polarization; inhibition, % at 9.51 µM; 300,000 tested, 0.33% active; AID 1947;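 active means inhibition above the screen mean inhibition plus 3 SD, computed separately per campaign, cut at about 18% in these data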;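 further: inhibitors lower polarization as less probe binds the enzyme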
MCL1 BIM primary = disrupts human MCL1 binding to BIM-BH3 peptide; Q07820; inhibition, % at 10.9 µM; 320,000 tested, 0.68% active; GST-MCL1 / FITC-Bim-BH3 fluorescence polarization;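 active means inhibition above the mean inhibition of all tested compounds plus 3 SD, set per campaign, cut at about 40% in these data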;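 further: 0% = DMSO wells and 100% = unlabeled Bim-BH3 peptide control; higher means more loss of mP so more displacement of Bim peptide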
MEX-5 binding = C. elegans MEX-5 TCR-2 RNA binding activity. AID 1832. Q9XUB2. 300,000 tested, 0.38% active. MEX-5/FITC-TCR2 RNA binding, fluorescence polarization; stronger effect = lower value. activity score (negative = inhibition of binding), % at 10 µM;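 active means inhibition past about -25% in most replicates, and total fluorescence under double the plate's negative control median, limit read from the data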;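 further: 0% = DMSO and -100% = 5 µM competing unlabeled TCR2 RNA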
Efflux pump inh = inhibitors of Candida antifungal efflux pumps expressed in yeast | AID 485275 | inhibition, % at 10 µM | S. cerevisiae Candida pump triplex, Nile Red efflux | 330,000 tested, 0.44% active;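 active means plate passing quality check with inhibition over a set limit, or well fluorescence over plate mean plus 4 SD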;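 further: Nile Red retained in pooled yeast measured as flow cytometry median fluorescence; 0% = buffer negative control and 100% = Enniatin B positive control; higher means more Nile Red kept so more efflux inhibition; some compounds called inactive have numbers as strong as hits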
Bcl-xL primary = Bcl-xL (human) inhibition. inhibition, % at 10.9 µM. AID 2129. 320,000 tested, 0.7% active. GST-Bcl-xL / FITC-Bim BH3 peptide fluorescence polarization. Q07817;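 active means inhibition above the mean of all tested compounds plus 3 SD, cutoff set per campaign, cut at about 30% in these data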;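 further: 0% = DMSO wells and 100% = unlabeled Bim-BH3 peptide competitor; inhibitors lower millipolarization by displacing the labeled peptide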
PME-1 primary = blocks human protein phosphatase methylesterase 1 | recombinant PME-1, FP-Rh probe fluorescence polarization | 320,000 tested, 0.53% active | inhibition, % at 5.9 µM | Q9Y570;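 active means inhibition above the campaign mean of all compounds plus 3 SD, cut at about 26% in these data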;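 further: competitive labeling of PME-1 active site by serine hydrolase directed probe; 0% = PME-1 with DMSO and 100% = wells lacking PME-1 enzyme; inhibitors block probe labeling so polarization falls and inhibition rises; many of its hits are not listed in these tables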
Target sequence (Q9Y570 whole entry, looked up): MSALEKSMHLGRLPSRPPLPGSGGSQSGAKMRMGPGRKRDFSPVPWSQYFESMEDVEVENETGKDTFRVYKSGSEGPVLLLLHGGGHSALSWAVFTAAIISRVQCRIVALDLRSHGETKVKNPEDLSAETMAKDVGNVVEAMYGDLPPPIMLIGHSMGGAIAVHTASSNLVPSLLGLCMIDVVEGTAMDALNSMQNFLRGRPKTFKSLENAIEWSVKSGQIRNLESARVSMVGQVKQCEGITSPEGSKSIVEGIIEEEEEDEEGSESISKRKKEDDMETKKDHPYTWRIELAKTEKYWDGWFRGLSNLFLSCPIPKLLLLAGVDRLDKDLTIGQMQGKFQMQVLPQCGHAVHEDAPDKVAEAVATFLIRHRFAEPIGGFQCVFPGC
GRK2 inh = inhibitors of human GRK2 displacing RNA aptamer; P25098; bead flow cytometry, FAM-aptamer displacement from GRK2; inhibition of aptamer binding, % at 10 µM; 330,000 tested, 0.59% active;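 active means inhibition of aptamer binding above 40%, roughly 3 SD of noise, on plates passing a quality check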;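 further: median bead fluorescence of bound FAM aptamer so fluorescent compounds give negative values; no value below 0 was filed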
Target sequence (P25098 whole entry, looked up): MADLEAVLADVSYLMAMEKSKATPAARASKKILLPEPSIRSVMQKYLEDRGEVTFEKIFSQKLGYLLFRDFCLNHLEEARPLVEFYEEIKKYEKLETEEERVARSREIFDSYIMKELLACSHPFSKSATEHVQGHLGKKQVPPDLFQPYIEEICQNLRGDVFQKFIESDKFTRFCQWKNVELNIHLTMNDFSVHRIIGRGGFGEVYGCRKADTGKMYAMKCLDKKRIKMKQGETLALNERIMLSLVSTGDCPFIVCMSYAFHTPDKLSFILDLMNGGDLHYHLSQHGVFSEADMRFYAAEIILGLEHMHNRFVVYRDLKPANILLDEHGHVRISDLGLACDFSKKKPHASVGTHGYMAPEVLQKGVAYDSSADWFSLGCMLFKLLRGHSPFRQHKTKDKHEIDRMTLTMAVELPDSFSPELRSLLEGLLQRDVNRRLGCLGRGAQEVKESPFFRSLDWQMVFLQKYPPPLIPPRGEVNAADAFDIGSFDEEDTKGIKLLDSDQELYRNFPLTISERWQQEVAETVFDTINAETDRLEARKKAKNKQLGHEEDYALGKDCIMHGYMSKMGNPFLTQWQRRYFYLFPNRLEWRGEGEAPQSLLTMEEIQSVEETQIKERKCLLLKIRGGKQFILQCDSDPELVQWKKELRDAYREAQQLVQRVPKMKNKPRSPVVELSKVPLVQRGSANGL
VLA-4 inh = inhibition in a human VLA-4 binding assay | P13612 | VLA-4 expressing cells, ligand binding flow cytometry | inhibition, % (about 7 µM as worked out from the volumes in the protocol) | 330,000 tested, 0.2% active | AID 2557; in the data active means inhibition above about 50%
Starred values were filed as active, the others as inactive; nt = not tested or not shown.

SMILES	GLD-1 TGE inh	Fam108B counter	MCL1 BIM primary	MEX-5 binding	Efflux pump inh	Bcl-xL primary	PME-1 primary	GRK2 inh	VLA-4 inh
CCOC(=O)c1c(NC(=O)C(F)(OC)C(F)(F)F)sc2c1CCN(C)C2 (stereo not drawn)	-7	-4	-3	-3.2	0.1	-4	0	0	-2
CCc1ccccc1NS(=O)(=O)Cc1ccccc1	0	-2	-2	1.7	0.1	5	1	20	19
CC1CCN(C(=O)COC(=O)/C=C/c2ccc(Br)o2)CC1	4	nt	-4	nt	0.0	0	4	0	-5
CCc1ccc(NC(=O)c2ccc3c(c2)C(=O)N(Cc2ccco2)C3=O)cc1	2	-4	6	-1.8	-0.1	1	-8	2	4
COc1cccc(/C=C2/SC(=S)N(CCC(=O)N3CCOCC3)C2=O)c1	-1	2	4	-0.1	0.4	-2	-3	1	10
Cc1ccc(CSCC(N)C(=O)O)cc1 (stereo not drawn)	-4	2	14	-4.8	0.2	7	4	0	18
COc1ccc(NC(=O)COCC(=O)Nc2ccc(C)cc2)cc1	-2	-1	-11	0.0	0.1	-1	-9	2	5
C=CCN(Cc1nc(-c2ccc(OC)c(OC)c2)oc1C)C1CCS(=O)(=O)C1 (stereo not drawn)	-1	3	0	2.0	0.2	2	-4	0	6
COc1ccc(OC)c(N(CC(=O)N2CCCCC2)S(=O)(=O)c2ccc(OC)c(OC)c2)c1	-3	-1	2	-1.1	0.1	12	0	2	3
[O-]/C(=C(\C(=S)Nc1ccc(SC(F)F)cc1)[n+]1ccccc1)c1cc(Cl)ccc1Cl	6	-8	5	-0.7	0.0	0	-4	2	9
CC(=O)Nc1ccc(OCC(=O)NCc2ccccc2)cc1	3	-1	7	1.8	-0.1	9	4	100*	6
O=C(COc1cccc(NC(=O)c2ccccc2)c1)c1ccc(F)cc1	-3	5	-2	0.2	0.2	-4	-1	0	-3
Cc1ccc(NC(=S)NCCc2ccc(S(N)(=O)=O)cc2)c(C)c1	13	0	11	0.8	0.0	2	-3	0	-11
O=C(c1ccc(=O)[nH]c1)N(Cc1ccco1)C1(C(=O)NC2CCCCC2)CCCCC1	1	1	1	-1.0	-0.1	6	1	0	23
NC(=O)C1CCN(C(=O)CSc2nc3c(c(-c4ccccc4)n2)CCCC3)CC1	-3	1	8	-0.2	-0.3	6	2	0	-1
Oc1ccc(Cl)cc1N=Cc1sc2ccccc2c1Cl	-6	-1	-1	0.8	0.3	-2	-2	0	3
COc1ccc(C(=O)CCN2CCN(c3ccc(OC)cc3)CC2)cc1	-8	9	13	-0.5	1.0	2	2	0	3
O=C(CSc1nnc2ccc(-c3ccncc3)nn12)c1cccs1	1	1	0	-6.0	0.0	-2	7	4	-5
CCOc1cnc(C(=O)NNC(=O)C(Br)C(C)C)o1 (stereo not drawn)	3	2	-6	-6.7	0.0	-2	-2	0	48
COc1ccc(-c2noc3c2-c2nc(C(C)C)sc2CC3)cc1	14	1	1	2.6	-0.2	0	0	0	-1
CCOc1ccc(N(CC(=O)NC(C)(C)C)C(=O)CCC(=O)Nc2nccs2)cc1	10	-6	9	-3.1	0.0	7	-2	1	11
NC(=S)Nc1cccc2[nH]ncc12	-4	1	-1	-2.4	-0.1	4	1	2	4
Cc1nnc(NC(=O)c2cccc(S(=O)(=O)N3CCCC3)c2)s1	1	5	4	0.0	-0.1	1	2	1	13
CC1CCCC(C)N1C(=O)COC(=O)C12CC3CC(CC(Cl)(C3)C1)C2 (stereo not drawn)	-3	nt	-7	nt	0.0	3	-5	9	16
CCC(=O)Nc1ccccc1C(=O)C(=O)Nc1ccccc1	3	3	3	1.0	-0.1	5	-2	40	0
CC(Nc1cc(N2CCN(S(C)(=O)=O)CC2)ccc1[N+](=O)[O-])c1ccccc1 (stereo not drawn)	4	2	0	1.7	-3.0	-4	2	0	-12
Cc1cc(SCC(=O)Nc2ccc(O)cc2)n2ncc(-c3ccccc3)c2n1	1	-1	-6	3.9	0.1	3	-9	0	20
COc1ccc(C)cc1NC(=O)CSc1nnc(-c2ccco2)n1Cc1ccco1	4	-5	-7	-3.6	-0.1	-3	-10	0	-16
CC(C)=CCc1cc([C@@H]2COc3c(ccc4c3C=CC(C)(C)O4)C2)c(O)cc1O	2	0	-4	-2.0	0.3	0	-2	0	-11
COC(=O)c1ccccc1NC(=O)c1cc(-c2ccco2)on1	-2	-4	-1	-14	0.3	0	-3	1	0
CC(C)(C)C(=O)C1=C(O)C(=O)N(Cc2ccccc2)C1c1ccccc1Cl (stereo not drawn)	-6	3	8	1.9	-0.1	5	-5	nt	-3
Cn1cc(CN2CCCC(CO)C2)c(-c2ccc(Oc3ccccc3)cc2)n1 (stereo not drawn)	-1	2	4	2.2	0.2	3	4	0	6
O=C(Nc1ccc(C(=O)NCCCN2CCN(c3ccc(F)cc3)CC2)cc1)C1=CSCCO1	-2	2	5	3.1	0.2	6	0	0	5
Cc1cc(C(=O)CSc2n[nH]c(N)n2)c(C)n1-c1ccc2c(c1)OCO2	2	-3	-10	-3.7	0.1	1	10	0	-12
Cn1c(SCC(=O)Nc2nccs2)nnc1-c1ccccn1	2	-5	-4	-1.4	-0.1	1	3	0	-27
Cc1cnc(C(=O)OCC(=O)c2ccc(C)s2)cn1	2	nt	-5	nt	-0.1	-4	-5	45*	4
CCC(C(=O)N1CCN(C(=O)c2ccco2)CC1)c1ccccc1 (stereo not drawn)	2	8	6	2.6	-0.4	7	-3	0	15
O=C1NC2=C(C(=O)CCC2)C(c2ccc([N+](=O)[O-])cc2)N1 (stereo not drawn)	4	-6	4	1.4	-0.1	6	2	2	2
C[C@H]1CCC[C@]2(CC(=O)c3cc(F)ccc3O2)C1	-1	-1	5	1.0	0.0	6	2	2	31
CN(Cc1cccs1)S(=O)(=O)c1cccs1	3	0	-2	0.7	0.0	-2	-3	0	4
N#CC1=C(N)OC2=C(C(=O)CC(c3ccccc3)C2)C1c1ccoc1 (stereo not drawn)	4	1	2	-1.2	0.0	4	0	3	6
Cc1ccc(CN2C(=O)CCC2(C)C(=O)NCc2cccnc2)cc1 (stereo not drawn)	5	-1	5	-0.5	-0.1	6	2	0	1
CC(=O)n1cc([C@H]2C=C(C(=O)N3CCOCC3)O[C@@H](OCc3ccc(CO)cc3)C2)c2ccccc21	1	1	3	-2.0	0.0	-2	-3	0	-21
COc1ccc(-c2cc(-c3ccccc3)c(C#N)c(=S)[nH]2)cc1	2	4	13	-2.0	-0.1	13	-10	4	-6
Cc1cc(C)n(C(=O)CCCCCCCC(=O)n2nc(C)cc2C)n1	-5	-5	4	-2.3	0.1	4	-12	5	-18

3 compounds already listed, sorted by the number in Bcl-xL primary, rising:
structure	Bcl-xL primary
Cn1cc(CN2CCCC(CO)C2)c(-c2ccc(Oc3ccccc3)cc2)n1 (stereo not drawn)	3
N#CC1=C(N)OC2=C(C(=O)CC(c3ccccc3)C2)C1c1ccoc1 (stereo not drawn)	4
C[C@H]1CCC[C@]2(CC(=O)c3cc(F)ccc3O2)C1	6

(cont.)
SMILES	GLD-1 TGE inh	Fam108B counter	MCL1 BIM primary	MEX-5 binding	Efflux pump inh	Bcl-xL primary	PME-1 primary	GRK2 inh	VLA-4 inh
Cc1ccc(-c2csc(N3CCN(S(=O)(=O)c4ccc5c(c4)NC(=O)CO5)CC3)n2)cc1	13	-2	-2	-3.3	-0.8	1	-9	0	-5
CC(=O)C(Sc1nnnn1-c1ccc(O)cc1)c1ccccc1 (stereo not drawn)	8	-3	-11	-0.1	0.2	-6	7	1	6
CCCc1cc(=O)[nH]c(SCC(=O)N2N=C(c3ccc(Cl)cc3)CC2c2ccco2)n1 (stereo not drawn)	-4	-5	6	-0.3	0.4	14	6	0	-21
CC(=O)NCCc1nc2cc(NC(=O)Nc3ccccc3)ccc2n1C	-8	0	6	0.4	-0.1	9	1	0	-6
O=C(/C=C/c1ccc2c(c1)OCO2)N1CCOCC1	3	0	0	-1.8	-0.3	3	4	1	5
c1csc(CNc2ncnc3nc[nH]c23)c1	7	-1	4	0.8	0.0	2	6	3	-9
Cc1cnc(=O)[nH]c1SCC(=O)Nc1nccs1	5	-4	11	2.0	0.1	6	4	0	-1
O=[N+]([O-])c1nn(-c2ccccc2)n(O)c1=NCc1ccc2c(c1)OCO2	3	-6	2	-2.7	-0.1	-4	-1	0	-4
O=C(c1ccc2nccnc2c1)N1CCN(Cc2ccc3c(c2)OCO3)CC1	-3	-2	5	0.8	0.0	1	-6	2	17
CC(=O)Nc1ccc(NC(=O)C(C)OC(=O)CCCOc2ccc(Cl)c(C)c2)cc1 (stereo not drawn)	-2	4	-13	-0.3	0.6	-4	0	3	-18
CC(C)COP(=O)(OCC(C)C)C(O)c1ccccc1F (stereo not drawn)	6	-1	-1	-3.7	-0.1	1	-4	0	8
CCOC(=O)C1=NN(C(C)=O)C2(CC(=O)N(c3cc(C)cc(C)c3)C2=O)C1 (stereo not drawn)	-5	0	-1	0.7	0.0	6	3	100*	9
C=CCn1cc(/C=C2/NC(=O)NC2=O)c2ccccc21	-2	-3	9	-8.1	0.1	5	3	4	-8
COC(=O)c1cc2oc3ccccc3c2n1CC(=O)Nc1ccccc1OC	8	-2	-1	3.0	0.0	4	-7	0	8
O=S1(=O)C[C@@H](O)[C@@H](Nc2ccccc2)C1	-10	6	8	1.6	0.0	8	4	0	15
Cc1oc(C(C)(C)C)cc1C(=O)N1CCCC1C(=O)O (stereo not drawn)	-3	-1	1	1.5	0.2	1	6	1	-1
CC(OC(=O)c1ccccc1NS(=O)(=O)c1cccc(N)c1)C(=O)N(C)Cc1ccccc1 (stereo not drawn)	-2	1	-3	0.7	0.1	3	9	0	-2
CC1(C)Cc2ccccc2C(=NC(Cc2ccccc2)C(=O)O)N1 (stereo not drawn)	-32	1	0	0.5	0.0	1	-5	0	13
CC(C)N(C(=O)Cn1cc(SCC(=O)NCc2ccco2)c2ccccc21)C(C)C	0	0	8	-0.1	-0.1	-2	1	0	19
O=C(O)C1CCCCC1C(=O)NCCc1ccc(F)cc1 (stereo not drawn)	-2	-3	5	3.5	0.1	3	-7	3	20
COc1ccc(S(=O)(=O)Nc2cccc(-n3cnnn3)c2)cc1	0	0	-3	0.0	0.1	0	-3	0	4
COc1ccccc1N(CC(=O)NC(C)(C)C)C(=O)c1ccc(Cl)nc1	3	-3	6	1.2	-0.1	10	-6	0	9
COCCCn1c(C(=O)NCCC2=CCCCC2)cc2c(=O)n3ccccc3nc21	-4	1	3	0.5	0.1	3	5	6	-3
Cc1cc(NC(=O)c2cnn3c(C(F)(F)F)cc(-c4ccccc4)nc23)no1	7	-2	4	1.9	0.0	5	5	0	5
CNC(=O)CSc1nnc(-c2cccc(S(=O)(=O)N3CCOCC3)c2)n1-c1ccc(F)cc1	5	-4	1	2.9	0.1	-2	3	3	17
CCC(=O)c1ccc(OCC(=O)OCC(=O)N2c3ccccc3CC2C)cc1 (stereo not drawn)	4	0	0	0.4	0.0	3	7	4	6
N#Cc1nc(/C=C/c2ccccc2)oc1NCCCN1CCOCC1	8	0	1	-0.7	0.1	4	1	0	2
CC[C@@]1(C(=O)OC)N[C@H](CN(C)C(=O)Nc2ccc(F)cc2)[C@@H]2C(=O)N(C)C(=O)[C@@H]21	0	nt	nt	nt	0.1	nt	nt	0	-5
CC(C)CC(=O)Nc1nc(=S)ss1	4	0	11	4.3	-0.1	8	0	0	0

Screening results deposited in PubChem BioAssay by several laboratories.

Some of the compounds tested; the hit share may differ from the screen's.
